# mIAP inh: inhibitors of mouse IAP, primary screen, biochemical, luminescence, uHTS | inhibition, % at 10 µM | AID 2806, 2010 | 330,000 compounds, 0.2% hits | intestinal alkaline phosphatase [Mus musculus] | purified mouse IAP, CDP-Star luminescence, 30 min;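 active = inhibition of at least 40% at 10 µM in the primary screen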;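 note: plate controls were DMSO with enzyme for no effect and no enzyme wells for full effect; values of inactives mirror those of a sister screen read the other way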
# HKDC1 inh: HKDC1 hexokinase inhibitors, primary screen, biochemical, fluorescence, uHTS; recombinant HKDC1, G6PDH/diaphorase resazurin coupled fluorescence; inhibition, % at 20 µM; 340,000 compounds, 0.16% hits;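 active = inhibition above about 35% when tested at 20 µM, limit read from the data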;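 note: plate controls were DMSO wells with enzyme for no effect and DMSO wells lacking enzyme for full effect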
#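 Assay system: in-house recombinant HK5 (HKDC1) enzyme. Input: HKDC1 at 5 µg/mL. Medium: Tris pH 8.0 buffer with MgCl2, Tween-20, BSA, BME. Dosing: single 20 µM dose. Schedule: 90 min reaction incubation at room temperature, dark. Signal: resazurin-to-resorufin fluorescence via G6PDH and diaphorase coupling, 525/613 nm. Controls: DMSO-enzyme wells negative, buffer-substituted wells positive.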
# PfGluPho inh: PfG6PD enzyme inhibitors, primary screen, biochemical, fluorescence intensity, uHTS; 350,000 compounds, 0.78% hits; PfGluPho enzyme, NADPH resazurin-diaphorase fluorescence; glucose-6-phosphate dehydrogenase-6-phosphogluconolactonase (Plasmodium falciparum 3D7); inhibition, % at 20 µM; AID 504690, 2011;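 active = inhibition reaching at least a set limit at 20 µM in the primary screen, cut at about 59% in these data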;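 note: 0% = DMSO wells with substrate and 100% = DMSO wells lacking glucose-6-phosphate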
# APOBEC3A inh: APOBEC3A ssDNA deaminase inhibitors, primary screen, selectivity assay for APOBEC3G inhibitor project, biochemical, FAM/TAMRA oligo cleavage fluorescence; recombinant A3A, FAM/TAMRA ssDNA deamination fluorescence; inhibition, % at 20 µM; 330,000 compounds, 0.41% hits; AID 493011, 2011;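 active = at least 40% inhibition at 20 µM here, with at most 30% in a related deaminase screen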;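 note: plate controls were A3A with DMSO for no effect and wells lacking A3A enzyme for full effect; some results filed as inactive read as strong as hits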
# hIAP activ: human IAP activators, primary screen, biochemical, luminescence, uHTS; 330,000 compounds, 0.16% hits; purified human IAP, CDP-Star luminescence, 30 min; active compounds read high; 1 = vehicle-only enzyme, 0 = enzyme-free background; activation factor at 10 µM;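 active = activation factor of the enzyme at least 2-fold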; note: the source names both 10 and 20 µM as test concentration; values of inactives mirror those of a sister screen read the other way
# Target sequence (P09923 whole entry, looked up): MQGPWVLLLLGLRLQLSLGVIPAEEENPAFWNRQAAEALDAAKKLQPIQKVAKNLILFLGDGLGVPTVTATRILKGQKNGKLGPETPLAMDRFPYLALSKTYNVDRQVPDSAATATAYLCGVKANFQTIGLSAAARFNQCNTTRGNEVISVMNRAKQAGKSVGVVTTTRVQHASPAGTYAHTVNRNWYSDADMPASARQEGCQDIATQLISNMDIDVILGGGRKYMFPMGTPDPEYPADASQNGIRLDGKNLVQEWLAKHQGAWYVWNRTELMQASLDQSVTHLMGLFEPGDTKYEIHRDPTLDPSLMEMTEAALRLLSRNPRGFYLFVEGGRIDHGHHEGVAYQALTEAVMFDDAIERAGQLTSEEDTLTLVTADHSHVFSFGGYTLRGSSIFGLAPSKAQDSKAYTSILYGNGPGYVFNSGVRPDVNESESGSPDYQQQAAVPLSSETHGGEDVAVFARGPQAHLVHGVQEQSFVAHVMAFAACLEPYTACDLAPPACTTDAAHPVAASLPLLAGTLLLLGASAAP
# mIAP act: activators of mouse IAP, primary screen, biochemical, luminescence, uHTS; intestinal alkaline phosphatase [Mus musculus]; 330,000 compounds, 0.24% hits; activation factor at 10 µM; muIAP, CDP-Star luminescence, 30 min; active compounds read high; 1 = vehicle-only enzyme signal, 0 = enzyme-free wells;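 active = activation factor of at least 2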; note: the source names both 10 and 20 µM as test concentration; values of inactives mirror those of a sister screen read the other way
#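 Assay system: mouse IAP enzyme / Compound: DMSO-dissolved test compounds / Timing: 30 min, room temperature / Measured by: luminescence from enzymatic CDP-Star hydrolysis / Control set: DMSO-only wells, enzyme-free buffer wells as negative control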
# hIAP block: human IAP inhibitors, primary screen, biochemical, luminescence, uHTS. Intestinal-type alkaline phosphatase (Homo sapiens), P09923. purified IAP, CDP-Star luminescence, 30 min. inhibition, % at 10 µM. 330,000 compounds, 0.12% hits. AID 2544, 2010;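 active = inhibition reaching a set limit with compound at 10 µM in the primary screen, cut at about 35% in these data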;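 note: plate controls were DMSO wells with enzyme for no effect and no-enzyme buffer wells for full effect; values of inactives mirror those of a sister screen read the other way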
# ATG4B inhibitor: ATG4B protease inhibitors, primary screen, biochemical, fluorescence, uHTS | Cysteine protease ATG4B (Homo sapiens), Q9Y4P1 | ATG4B cleavage of LC3-PLA2, NBD-HPC fluorescence, 1 h | inhibition, % at 8.33 µM | 340,000 compounds, 0.51% hits | AID 504462, 2011; in the data active = inhibition above about 40%
# Target sequence (Q9Y4P1 whole entry, looked up): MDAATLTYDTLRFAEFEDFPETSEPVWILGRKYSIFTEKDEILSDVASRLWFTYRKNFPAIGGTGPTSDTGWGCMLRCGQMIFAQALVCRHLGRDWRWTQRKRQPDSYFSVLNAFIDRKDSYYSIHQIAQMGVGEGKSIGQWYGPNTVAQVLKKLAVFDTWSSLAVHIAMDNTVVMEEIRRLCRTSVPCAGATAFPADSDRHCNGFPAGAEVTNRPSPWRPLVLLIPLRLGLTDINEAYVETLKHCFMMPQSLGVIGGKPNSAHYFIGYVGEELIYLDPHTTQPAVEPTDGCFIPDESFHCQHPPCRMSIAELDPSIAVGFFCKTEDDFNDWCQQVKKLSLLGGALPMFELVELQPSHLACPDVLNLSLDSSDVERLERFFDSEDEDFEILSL
# An asterisk follows results filed as active; nt = no result given.
SMILES,mIAP inh,HKDC1 inh,PfGluPho inh,APOBEC3A inh,hIAP activ,mIAP act,hIAP block,ATG4B inhibitor
COC(=O)C1=C(C)Nc2c(c(=O)n(C)c(=O)n2C)C1c1ccncc1 (stereo not given),1,-7,-2,9,1.1,0.99,-10,-4
CCOP(=O)(c1ccccc1)c1nc(-c2ccccc2C)oc1NCc1ccccc1 (stereo not given),4,2,29,2,1.1,0.96,-6,-12
O=C(CNC(=O)Cc1ccccc1)NCC(=O)N1CCCCC1,3,-2,-7,-1,0.95,0.97,5,-7
COc1ccc(Br)cc1C(=O)Nc1ccc(O)cc1,-10,-10,-5,-9,0.99,1.1,1,2
O=C(N/N=C/c1ccccc1C(F)(F)F)c1ccc(O)cc1,3,-4,2,-5,0.89,0.97,11,4
Cn1nc(C(=O)NCc2cccnc2)c2ccccc2c1=O,10,10,1,0,1,0.9,0,-7
O=C(c1ccccc1)C1CN(c2ccccc2)CC1c1ccc(Cl)cc1 (stereo not given),6,-1,13,-16,1.1,0.94,-8,-2
O=C(NC1CCCC1)c1cc(-c2ccccc2)nc2ccccc12,10,-5,10,-9,0.88,0.9,12,-13
COCCN(C(=O)c1ccc(N2CCCC2=O)cc1)c1c(N)n(Cc2ccccc2)c(=O)[nH]c1=O,-9,-4,-3,15,0.84,1.1,16,1
COc1ccccc1NC(=O)c1cn(C)c(=O)c2cc(OC)c(OC)cc12,-4,-1,4,-3,1.1,1,-7,-10
O=C1NC(c2ccccc2)(C(F)(F)F)SC2=NCCCN12 (stereo not given),9,-4,5,-1,0.8,0.91,20,-1
Cc1ccnc(NC(=O)c2ccccc2[N+](=O)[O-])c1,9,-3,36,5,1,0.91,-2,-4
Cc1cc(C)cc(OCC(=O)Nc2ccc(CN3CCCCC3)cc2)c1,2,-5,1,1,1,0.98,-2,6
CC(=O)c1ccc(OCCCC(=O)N2CCN(S(=O)(=O)c3ccc(C)cc3C)CC2)cc1,1,-4,-6,-1,0.97,0.99,2,-5
O=C(NCc1cccnc1)Nc1ccc(Cl)c(Cl)c1,-46,-4,23,-5,1.1,1.5,-8,0
O=S(=O)(Nc1ccc(-c2csc(-c3ccccc3)n2)cc1)c1ccc(F)cc1,14,7,14,-4,0.99,0.86,1,-12
CC1CCC2(CC1)NC(=S)N(C(C)(C)C)N2 (stereo not given),-2,-6,59,2,1,1,-1,-4
O=C(Nc1ccc(OCc2ccccc2)cc1)c1cccnc1,3,-12,16,-2,0.96,0.97,4,-18
COc1ccc(C(=O)N2N=C(c3cccc(OC)c3)CC2(O)C(F)(F)F)cc1 (stereo not given),1,-3,3,2,1.2,0.99,-15,-6
CCOc1cc(-c2conc2N)cc(OCC)c1OCC,9,14,-13,2,0.95,0.91,5,9
Cc1ccsc1C(=O)N1CCCC(CO)(Cc2ccccc2F)C1 (stereo not given),6,3,-16,-2,0.95,0.94,5,4
CSc1nc(NCCCO)c2c3c(sc2n1)CN(C)CC3,4,0,1,0,1.1,0.95,-14,-6
C[C@H](NC(=O)Cc1cccc2ccccc12)C(=O)N1CCCN(C)CC1,-7,0,2,-4,1.1,1.1,-13,-4
CN(C)S(=O)(=O)c1ccc2c(c1)c(=O)c(C(=O)NCCCN1CCCCCC1)cn2C,-7,7,-9,5,1.2,1.1,-20,2
CCCCC(CC)Cn1c(O)c(/C=C2\C=NN=C2c2ccccc2)sc1=S (stereo not given),7,-3,-10,1,1,0.93,0,3
# Going on with the list:
SMILES,mIAP inh,HKDC1 inh,PfGluPho inh,APOBEC3A inh,hIAP activ,mIAP act,hIAP block,ATG4B inhibitor
Cc1ccc(S(=O)(=O)N2CCN(Cc3cccnc3)CC2)cc1,4,-6,8,0,1.2,0.96,-15,-4
CNC(=O)/C=C1\NC(C)(C)Cc2ccccc21,-1,-8,4,4,0.96,1,4,-25
O=C(COC(=O)c1ccc(Br)o1)NCC1CCCCC1,7,-5,-4,0,0.99,0.93,0,6
Cc1ccc(-c2ccc(C(=O)NCc3ccccc3)o2)c2ccccc12,9,12,16,-2,1,0.91,-1,21
CC(=O)N1CCN(Cc2nc3cc(NC(=O)c4cccs4)ccc3n2C)CC1,-4,-5,1,-3,1.2,1,-17,6
Cc1ccc(CNC(=O)C2CCCN(S(=O)(=O)c3c(C)noc3/C=C/N(C)C)C2)cc1 (stereo not given),-13,-2,0,-1,0.96,1.1,4,-8
O=C1NC(Cc2ccc(O)cc2)c2nc3ccccc3c(=O)n2-c2ccccc21 (stereo not given),2,nt,nt,-4,0.9,0.98,10,nt
CCCCN(C)CCCNC(=O)c1cn(CC)c2ccc(S(=O)(=O)N3CCOCC3)cc2c1=O,-4,-7,-6,0,1.2,1,-18,1
CC1CCC(NC(=O)CN(C)CC(=O)Nc2ccc(F)cc2)CC1 (stereo not given),-6,2,-8,0,1.2,1.1,-17,-3
CCOC(=O)NC(=O)/C(C#N)=N\Nc1cccc(Cl)c1,22,-6,-9,0,0.67,0.78,33,3
CCOCCCNC(=O)C(NC(=O)Cc1cccs1)c1ccc(OC)cc1 (stereo not given),-14,0,-19,-5,1.2,1.1,-18,1
COc1ccc(OC)c(C(=O)c2coc3ccc(O)c(CN4CCOCC4)c23)c1,10,-9,8,-1,1.1,0.9,-6,-10
Cc1cc(C)nc(SCC(=O)c2ccc(F)c(C)c2)n1,3,-3,2,-4,1,0.97,-1,0
CCOC(=O)c1cc(C)nn1-c1nc(Cl)cc(OC)n1,10,-7,1,-2,0.88,0.9,12,-3
COc1cccc(S(=O)(=O)Nc2ccc3sc(C)nc3c2)c1,4,8,54,-2,1,0.96,-4,-3
Cc1ccc(-n2nnnc2SCC(=O)c2ccc3c(c2)NC(=O)CO3)c(C)c1,5,2,13,6,0.85,0.95,15,-16
Cc1ccc(NC(=O)c2ccc(CNc3c(N4CCC(C)CC4)c(=O)c3=O)cc2)cc1,-7,-4,11,4,1.3,1.1,-27,-8
O=C(O)C1CCCCN1S(=O)(=O)c1ccccc1 (stereo not given),-3,-6,1,0,0.98,1,2,2
CCCC(=O)Nc1cc(=O)[nH]c2ncnn12,-4,8,-9,-1,1.2,1,-15,4
CCOc1ccc(-c2c(C(=O)N/N=C/c3ccc(C)o3)nnn2-c2nonc2N)cc1,4,-8,6,-2,0.84,0.96,16,-2
Cc1ccc(Nc2nc(C(=O)N3CCC(C(=O)N4CCN(C)CC4)CC3)cs2)cc1,8,-6,-13,-1,1,0.93,0,-1
COc1cc(C(=O)NCCc2ccc3c(c2)OCCO3)ccc1OCC(=O)N1CCOCC1,6,-2,-1,-2,1,0.94,-3,-9
COc1ccc(NC(=O)CSc2nnc(CNc3ccc(F)cc3)o2)c(OC)c1,10,4,1,-2,1.2,0.9,-21,-4
Cc1ccc(C2CN=NC23CCc2ccccc2C3=O)cc1 (stereo not given),10,23,14,2,0.85,0.9,15,17
CCOc1ccccc1N1CC(C(=O)N(CC)C2CCS(=O)(=O)C2)CC1=O (stereo not given),-5,10,2,3,1.1,1.1,-5,-41

# Single values from the list.
# Reading of `COc1ccc(OC)c(C(=O)c2coc3ccc(O)c(CN4CCOCC4)c23)c1` under APOBEC3A inh: -1
# Reading of `CCOC(=O)NC(=O)/C(C#N)=N\Nc1cccc(Cl)c1` under PfGluPho inh: -9
# Reading of `COc1cccc(S(=O)(=O)Nc2ccc3sc(C)nc3c2)c1` under ATG4B inhibitor: -3
# Reading of `O=C(O)C1CCCCN1S(=O)(=O)c1ccccc1` (stereo not given) under hIAP activ: 0.98
# Reading of `COc1ccc(NC(=O)CSc2nnc(CNc3ccc(F)cc3)o2)c(OC)c1` under ATG4B inhibitor: -4
# Reading of `Cc1ccc(CNC(=O)C2CCCN(S(=O)(=O)c3c(C)noc3/C=C/N(C)C)C2)cc1` (stereo not given) under mIAP act: 1.1

# Continued:
SMILES,mIAP inh,HKDC1 inh,PfGluPho inh,APOBEC3A inh,hIAP activ,mIAP act,hIAP block,ATG4B inhibitor
CCC(c1nc2ccccc2c(=O)n1-c1cccnc1)N1C(=O)c2ccccc2C1=O (stereo not given),3,-3,-5,-4,0.83,0.97,17,-6
O=C(NNC(=O)c1nn(-c2ccc(F)cc2)ccc1=O)c1ccc(Cl)cc1,20,-1,-16,-1,0.87,0.8,13,1
Brc1ccccc1CN1CCN(Cc2c[nH]c3ccccc23)CC1,-8,4,5,1,0.98,1.1,2,-9
CC1=C(C)C(c2ccccc2)NC(=S)N1 (stereo not given),-2,-10,10,1,1,1,-1,-1
Cc1ccc(C(=O)Nc2ccc(CN3CCS(=O)(=O)CC3)cc2)cc1C,6,10,12,0,0.97,0.94,3,-12
O=C(NCc1ccc2c(c1)OCO2)c1cc(-c2ccc(Cl)cc2Cl)on1,-7,-6,-5,0,0.69,1.1,31,-16
N#Cc1c(N)nc(-c2ccccc2)nc1-c1ccccc1,4,-5,-12,-1,1,0.96,-1,-2
CCC(CO)NCCNC(CC)CO (stereo not given),-7,-8,1,-3,1,1.1,-2,-4
CC(C)n1cnc2c(NCc3ccc(S(N)(=O)=O)cc3)nc(NCc3ccc(S(N)(=O)=O)cc3)nc21,19,-1,20,-1,1.3,0.81,-31,-9
O=C(O)c1c2c(nc3ccc(Cl)cc13)CCC2,9,-2,16,26,1.1,0.91,-7,-5
CC(C)Oc1ccc(CNC(=O)c2cc(S(=O)(=O)N3CCOCC3)cn2C)cc1,7,-3,-53,-1,1.1,0.93,-7,-1
COc1cc(/C=C2/SC(=O)NC2=O)ccc1OC(=O)c1ccco1,3,-1,-16,-3,1.2,0.97,-15,-2
CCOCCCNC(=O)c1cc(-c2ccc(Br)s2)nc2ccccc12,5,-1,-8,3,1.1,0.95,-8,3

# Of the compounds above, two have a COOH group.
SMILES,mIAP inh,HKDC1 inh,PfGluPho inh,APOBEC3A inh,hIAP activ,mIAP act,hIAP block,ATG4B inhibitor
O=C(O)C1CCCCN1S(=O)(=O)c1ccccc1 (stereo not given),-3,-6,1,0,0.98,1,2,2
O=C(O)c1c2c(nc3ccc(Cl)cc13)CCC2,9,-2,16,26,1.1,0.91,-7,-5

# Screening results: PubChem BioAssay, Sanford-Burnham Center for Chemical Genomics
